# Screening results as filed in PubChem BioAssay.
# RXFP1 antag: blocks the human relaxin receptor RXFP1; HEK293-RXFP1, relaxin-stimulated cAMP HTRF, 30 min; active compounds read low; activity change, negative = inhibition, % at 57.5 µM; 350,000 tested, 0.59% active;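 active means activity change of -60% or lower, but not beyond a set lower limit; inconclusive means change between -60% and -40%, or beyond the set limit; inactive means change above -40%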; further: on the % scale 0 is the no-effect control and ±100 the full control effect
# Target sequence (Q9HBX9 whole entry, looked up): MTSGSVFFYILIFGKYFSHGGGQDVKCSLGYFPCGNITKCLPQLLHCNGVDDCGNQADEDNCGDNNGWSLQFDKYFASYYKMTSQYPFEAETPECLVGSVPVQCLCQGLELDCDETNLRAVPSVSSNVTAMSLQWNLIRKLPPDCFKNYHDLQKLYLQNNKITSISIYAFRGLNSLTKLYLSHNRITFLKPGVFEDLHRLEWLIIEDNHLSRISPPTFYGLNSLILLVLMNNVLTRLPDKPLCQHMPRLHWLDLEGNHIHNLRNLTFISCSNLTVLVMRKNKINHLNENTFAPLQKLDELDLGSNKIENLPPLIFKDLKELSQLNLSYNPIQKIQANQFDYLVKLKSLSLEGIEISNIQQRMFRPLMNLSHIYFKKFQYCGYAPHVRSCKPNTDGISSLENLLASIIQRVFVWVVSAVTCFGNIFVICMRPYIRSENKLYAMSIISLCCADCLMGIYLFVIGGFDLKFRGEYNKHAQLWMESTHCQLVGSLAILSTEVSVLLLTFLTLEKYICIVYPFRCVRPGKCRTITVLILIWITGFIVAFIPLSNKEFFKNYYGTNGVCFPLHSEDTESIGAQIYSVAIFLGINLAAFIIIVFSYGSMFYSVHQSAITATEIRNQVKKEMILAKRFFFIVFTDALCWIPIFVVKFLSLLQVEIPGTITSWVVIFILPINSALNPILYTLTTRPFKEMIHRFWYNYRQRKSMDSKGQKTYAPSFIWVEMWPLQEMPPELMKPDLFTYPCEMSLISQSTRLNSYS
# D1 PAM: potentiators of human D1 dopamine receptor; HEK293 TREx D1 cells, calcium flux, dopamine EC20 potentiation; potentiation, % at 10 µM; 360,000 tested, 0.036% active; AID 504651; in the data active means potentiation above about 30%; further: 0% is about no effect
# Anesthetic bind: binds horse apoferritin like a general anesthetic. Potency, µM (highest dose often 77.5 µM), for the others: top-dose activity change, negative = displacement, hits mostly inhibitors. apoferritin/1-aminoanthracene competitive binding, fluorescence. 350,000 tested, 0.074% active. P02791; further: potency means the concentration at half of the fitted maximal effect; on the % scale 0 is the no-effect control and ±100 the full control effect; nearly all actives have a fitted effect of over 20% in size
#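 10 uM apoferritin + 50% sat. 1-AMA, PBS; cpd 10 min RT; Ex380/Em535 endpoint; normalized to free probe vs complex; 4-param Hill fit; propofol titration as pos. ctrl.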
# TRHR ag: agonists of human TRH receptor. P34981. TRHR cells, calcium flux fluo-8, FDSS agonist mode. activation, % at 2 µM. 360,000 tested, 0.18% active; in the data active means activation above about 30%; further: 0% is about no effect
#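 TRHR-expressing cells, plated overnight in medium with 10% serum, were loaded with fluo-8 calcium dye at room temperature. After a 10 s baseline, library compound was pin-added and calcium release was recorded kinetically (ex 480/em 530) as agonist response.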
# D1 agonist: activates the human D1 dopamine receptor. P21728. HEK293 T-REx D1 cells, calcium flux, agonist mode. activation, % at 2 µM. 360,000 tested, 1% active. AID 504660; in the data active means activation above about 30%; further: 0% is about no effect
#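 Agonism was scored from calcium flux recorded over 180 s (1 read/s) after pintool compound addition, following a 10-cycle baseline. Cells were inducible force-coupled HEK293 TREx D1, plated overnight at 30 C and loaded with no-wash calcium dye.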
# TRHR enhancer: allosterically enhances the human TRH receptor | P34981 | AID 493056 | 360,000 tested, 0.66% active | TRHR cells, fluo-8 calcium fluorescence, EC20 TRH enhancement | enhancement, % at 2 µM; in the data active means enhancement above about 30%; further: 0% is about no effect
#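 TRHR-expressing cells loaded with fluo-8 calcium dye were read kinetically (ex 480/em 530) during compound addition, then stimulated with an EC20 of TRH (10 nM final). Enhancement of the Gq-mediated intracellular calcium response was scored.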
# D2 PAM: D2 dopamine receptor (human) potentiation. P14416. 340,000 tested, 0.34% active. potentiation, % at 10 µM. HEK293 T-REx D2, calcium flux, EC20 dopamine potentiation;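 active means potentiation over 3 SD above the plate norm, cut at about 30% in these data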; further: 0% is about no effect
#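 Tetracycline-induced HEK293 T-REx cells force-coupled to calcium signalling expressed D2; compounds were pin-added after a 10 s baseline, read kinetically 180 s, then an EC20 dopamine challenge followed with a further 180 s calcium read.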
# D1 antag: antagonists of human D1 dopamine receptor; P21728; HEK293 TREx D1 cells, calcium flux, dopamine EC80; active compounds read low; activity change, negative = inhibition, % at 10 µM; 360,000 tested, 3.2% active; AID 504652; in the data active means activity change below about -30%; further: on the % scale 0 is the no-effect control and ±100 the full control effect
#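 HEK293 T-REx cells expressing inducible, force-coupled D1 receptor; no-wash Ca dye, 30–90 min RT. Cmpd → 180 s read at 1 Hz → EC80 DA → 180 s read.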
# RXFP1 ag: agonists of human relaxin receptor RXFP1; Q9HBX9; HEK293T-RXFP1 cAMP TR-FRET, 30 min; response scale: percent of porcine relaxin response, buffer zero; Potency, µM (doses to about 57.5 µM), without a hit: at the top dose activation, most hits filed as activators; 370,000 tested, 0.3% active; AID 2676; further: potency means the concentration at half of the fitted maximal effect; on the % scale 0 is the no-effect control and ±100 the full control effect; nearly all actives have a fitted effect of over 60% in size; many of its hits are not listed in these tables
#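 HEK293T cells stably expressing RXFP1 were pretreated with the PDE4 inhibitor Ro 20174, exposed to compounds for 30 min at 37C, lysed, and cAMP was read by TR-FRET. Data normalized to buffer (basal) and 29 nM porcine relaxin (100%).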
# Numbers without * were called inactive; ? = inconclusive; / = not tested or not shown; & = joins results of further samples; [ ] = remark or other dose. Unless noted, the call rests on the fitted dose curve; in most records, active means well fitted curve in the direction sought with a large enough effect; inconclusive means small, poorly fitted or top-dose-only effect, or another doubt; inactive means no such curve, though single readings can be large; an effect the other way counts as inactive or inconclusive. The list is partial; rates above refer to the full screens.
SMILES	RXFP1 antag	D1 PAM	Anesthetic bind	TRHR ag	D1 agonist	TRHR enhancer	D2 PAM	D1 antag	RXFP1 ag
CC1CCN(S(=O)(=O)c2ccc(Oc3ccc([N+](=O)[O-])cc3)cc2)CC1	-17	-4	-20%	-0.1	2	-9	12	-25	-0.5%
C=C(C)CN(CC)C(=O)CC1C(=O)NCCN1Cc1c(F)cccc1Cl (stereo not given)	-4	2	6%	-0.6	3	1	-5	-4	-2.1%
CCOC(=O)C1(CCc2ccccc2)CCN(C(=O)c2cccc(C)n2)CC1	-2	-3	-10%	-1.0	2	-4	5	-3	-3.9%
CCOc1ccc(S(=O)(=O)N2CCN(c3ccccn3)CC2)cc1	-9	-9	-5%	-0.5	2	-2	8	3	0.5%
Cc1ccc2c(c1)c1c(n2CC(O)Cn2c(C)nc3ccccc32)C(=O)CCC1 (stereo not given)	/	26	7%	0.0	-3	1	0	-10	-0.5%
Cc1ccc(C(=O)COC(=O)CNC(=O)c2cccs2)cc1	0	-5	?	-0.2	0	5	-11	11	1.1%
CCN(CC)C(=O)N1CCN(C(=O)N(CC)CC)CC1	5	-1	-5%	0.6	3	0	10	10	3.3%
CC1=C(C(=O)OCC(C)C)[C@]23C(=O)c4ccccc4[C@@]2(O1)OC(N)=C3C#N	-2	-1	-10%	-0.5	1	-13	-4	21	0.3%
Cc1nc(NC(=O)c2cc3c(C)nn(-c4ccccc4)c3s2)sc1C(=O)Nc1ccccc1	/	-1	-11%	0.4	-1	-4	-2	-1	-0.6%
O=C(COc1ccc(F)cc1Br)N1CCc2ccccc21	-3	4	1%	-1.7	4	4	8	9	1.6%
CCOC(=O)Cc1csc(NC(=O)CSc2nccn2C)n1	3	-2	1%	2.0	3	7	0	-21	-0.4%
COc1ccc(S(=O)(=O)c2nnn(-c3cccc(Cl)c3)c2N)cc1	-6	0&-4	-14%&-10%	1.2&1.7	23&10	1&-1	0&5	12&0	1.6%&-0.1%
CN(C)CCCNC(=O)CCc1nc2ccccc2c(=O)[nH]1	9	11	-9%	-0.6	3	1	/	-8	1.1%
CCc1ccc(NC(=O)CSc2nnc(-c3cnccn3)n2Cc2ccco2)cc1	2	-4	?	-1.7	2	1	-3	-15	3.6%
Cc1ccc(-c2nc3sc4c(c3c(=O)n2N)CC(C)(C)OC4)cc1	8	-4	-8%	0.8	0	-5	8	5	0.7%
Cc1ccccc1CSCCNC(=O)CN(c1ccccc1)S(=O)(=O)N(C)C	/	-1	-14%	-0.7	2	-10	-1	-12	-1.7%
Cc1ccccc1CSCCNC(=O)C1CCN(S(=O)(=O)Cc2ccccc2)CC1	-2	-4	-1%	-1.0	18	6	/	-14	-6.8%
CCc1ccc(OCc2ccc(C(=O)O)o2)cc1	-14	0	8%	0.7	3	-1	6	5	2.9%
CCOP(=O)(OCC)C(Nc1cccc([N+](=O)[O-])c1)c1ccc(OC)cc1 (stereo not given)	6	-12	0%	0.5	1	0	3	-14	1.1%
Cc1nc(SCC(=O)Nc2nc3ccccc3s2)c(C#N)c(C)c1C	-4	4	4%	0.3	5	2	3	28	1.8%
O=C(CSc1nc2c(c(C(F)(F)F)n1)CCc1ccccc1-2)NCc1ccco1	9	-1	-23%	0.6	3	-21	3	-6	?
O=C(Nc1ncc(Cc2cccc(Cl)c2)s1)C1=NCCN1	2	0	-19%	-0.6	14	2	10	3	0.1%
COC(=O)Cc1c(C(=O)OC)nnn1-c1ccc(OC(F)(F)F)cc1	0	-1	-6%	-0.6	7	-7	0	14	-1.9%
Cc1nnc(NC(=O)C2CC(=O)N(C(C)c3ccccc3)C2)s1 (stereo not given)	-9	-8	-3%	0.7	3	-4	/	8	2.5%
CCOc1ccc(CN2CCN(S(=O)(=O)c3ccc(NC(C)=O)cc3)CC2)cc1OC	-11	-5	-13%	0.2	2	7	2	4	2.3%
c1ccc(CSc2ncccn2)cc1	8	8	0%	0.0	2	-3	-3	1	0.7%
O=c1c2ccccc2n2c(-c3ccc(C(F)(F)F)cc3)nnc2n1Cc1ccccc1	-2	-1	-2%	0.1	4	0	0	11	0.4%
COc1cccc(-c2ccc(-c3noc(-c4ccccc4F)n3)c(OC)n2)c1	-13	-8	-2%	1.2	2	-26	-22	-19	3.0%
C=CCOC(=O)C1=C(C)NC(SCC)=C(C#N)C1c1ccc(Cl)cc1 (stereo not given)	-11	-11	88%[activator]	2.9	5	1	-2	-27	0.6%
Cc1nn(-c2ccccc2)c(C)c1/C=N/NC(=O)CSc1nc2ccccc2c(=O)n1-c1ccccc1	24	2	4%	0.3	2	2	16	-2	-0.8%

# Part of the list above in order of SMILES length, lowest first.
SMILES	RXFP1 antag	D1 PAM	Anesthetic bind	TRHR ag	D1 agonist	TRHR enhancer	D2 PAM	D1 antag	RXFP1 ag
COc1ccc(S(=O)(=O)c2nnn(-c3cccc(Cl)c3)c2N)cc1	-6	0&-4	-14%&-10%	1.2&1.7	23&10	1&-1	0&5	12&0	1.6%&-0.1%
CCc1ccc(NC(=O)CSc2nnc(-c3cnccn3)n2Cc2ccco2)cc1	2	-4	?	-1.7	2	1	-3	-15	3.6%
CCOP(=O)(OCC)C(Nc1cccc([N+](=O)[O-])c1)c1ccc(OC)cc1 (stereo not given)	6	-12	0%	0.5	1	0	3	-14	1.1%

# (listing goes on)
SMILES	RXFP1 antag	D1 PAM	Anesthetic bind	TRHR ag	D1 agonist	TRHR enhancer	D2 PAM	D1 antag	RXFP1 ag
Cc1ccc(CNC(=O)c2cc3c(s2)-c2ccccc2SC3)cc1	-11	-3	42%[activator]	1.7	6	-4	-14	-8	1.5%
COc1ccc(C(=O)n2nc(-c3ccco3)nc2N)cc1	-9	0	-3%	-0.6	-1	10	/	-13	-3.6%
O=C(NCCN1CCOCC1)Nc1ccc(Cl)cc1Cl	-17	2	-3%	-0.2	1	2	12	-45*	1.7%
O=c1cc(O)nc[nH]1	-6	1	5%	-0.5	0	-1	2	-16	0.0%

# No new results follow: entries from further up.
SMILES	RXFP1 antag	D1 PAM	Anesthetic bind	TRHR ag	D1 agonist	TRHR enhancer	D2 PAM	D1 antag	RXFP1 ag
C=CCOC(=O)C1=C(C)NC(SCC)=C(C#N)C1c1ccc(Cl)cc1 (stereo not given)	-11	-11	88%[activator]	2.9	5	1	-2	-27	0.6%
Cc1nn(-c2ccccc2)c(C)c1/C=N/NC(=O)CSc1nc2ccccc2c(=O)n1-c1ccccc1	24	2	4%	0.3	2	2	16	-2	-0.8%
Cc1ccc(CNC(=O)c2cc3c(s2)-c2ccccc2SC3)cc1	-11	-3	42%[activator]	1.7	6	-4	-14	-8	1.5%

# Marked active in D1 antag, among the entries above:
SMILES | RXFP1 antag | D1 PAM | TRHR ag | D1 agonist | TRHR enhancer | D2 PAM | D1 antag
O=C(NCCN1CCOCC1)Nc1ccc(Cl)cc1Cl | -17 | 2 | -0.2 | 1 | 2 | 12 | -45*
